Compound activity (PubChem BioAssay)
iPSC survival up – hiPSC single-cell survival enhancement; ATPlite luminescence; 100% = ROCK inhibitor wells, 0% = DMSO; survival enhancement, % at 20 µM; 360,000 compounds, 0.044% hits; in the data active = survival enhancement above about 18%;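 note: cells exposed to compounds for 16 hours before the ATP read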
Glyco luc inh – N-linked glycosylation inhibition | 360,000 compounds, 0.23% hits | D54 ERlucT glycosylation luciferase reporter, 24 h; percent of 100 nM tunicamycin response | AID 588692 | reporter increase, % at 12.5 µM;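 active = mean luciferase reporter signal, scaled so untreated is 0 and the glycosylation-blocking control 100, at or above a set limit in every replicate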;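 note: luciferase carries N-glycosylation sites so blocking glycosylation raises the light; 0% = median of neutral control wells and 100% = median of 100 nM tunicamycin wells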
PDI inh – PDI (human) enzyme inhibition. P07237. PDI insulin aggregation turbidity, A650, 90 min. inhibition, % at 10 µM. 350,000 compounds, 0.052% hits. AID 588391;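 active = mean inhibition across replicates of 30% or more, whatever share of single replicates reach that level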;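 note: absorbance from insulin aggregation driven by PDI reduction with DTT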
CaV13 ICDI inh – Disruptors of the CACNA1D IQ motif to Ca2+-dependent inactivation inhibitor domain association, primary screening, Förster resonance energy transfer in intact living …; HEK cells, CFP/YFP FRET ICDI-IQ, plate reader, 10 min; percent FRET-ratio fall versus neutral wells; inhibition, % at 12.3 µM; 340,000 compounds, 0.098% hits;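 active = mean replicate inhibition of at least 30% and at least 1% of replicates passing that level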;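 note: 0% = median of the neutral control wells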
aDG glyco up – alpha-DG glycosylation activation; Pro5-aDG cells, alpha-DG glycosylation AlphaScreen (IIH6); 0% Pro5, 100% B10-LARGE cell signal; activation, % at 10 µM; 360,000 compounds, 0.22% hits; AID 624168;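 active = activation of at least 8% versus controls, or a plate z-score of at least 8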;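 note: Pro5 are CHO cells carrying HIG-tagged alpha-DG that lacks glycosylation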
ABCB6 inh 2 – inhibitors of human ABC transporter ABCB6; 360,000 compounds, 0.19% hits; Q9NP58; K562-ABCB6 porphyrin accumulation, flow cytometry, 1 h; active compounds read low; fluorescence ratio to DMSO, % at 10 µM;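 active = fluorescence ratio to DMSO below 75%, the collection mean minus 3 SD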;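 note: signal is porphyrin accumulated inside mitochondria; 100% equals median channel fluorescence of DMSO control wells; lower ratio means ABCB6 inhibition with less porphyrin fluorescence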
Target sequence (Q9NP58 whole entry, looked up): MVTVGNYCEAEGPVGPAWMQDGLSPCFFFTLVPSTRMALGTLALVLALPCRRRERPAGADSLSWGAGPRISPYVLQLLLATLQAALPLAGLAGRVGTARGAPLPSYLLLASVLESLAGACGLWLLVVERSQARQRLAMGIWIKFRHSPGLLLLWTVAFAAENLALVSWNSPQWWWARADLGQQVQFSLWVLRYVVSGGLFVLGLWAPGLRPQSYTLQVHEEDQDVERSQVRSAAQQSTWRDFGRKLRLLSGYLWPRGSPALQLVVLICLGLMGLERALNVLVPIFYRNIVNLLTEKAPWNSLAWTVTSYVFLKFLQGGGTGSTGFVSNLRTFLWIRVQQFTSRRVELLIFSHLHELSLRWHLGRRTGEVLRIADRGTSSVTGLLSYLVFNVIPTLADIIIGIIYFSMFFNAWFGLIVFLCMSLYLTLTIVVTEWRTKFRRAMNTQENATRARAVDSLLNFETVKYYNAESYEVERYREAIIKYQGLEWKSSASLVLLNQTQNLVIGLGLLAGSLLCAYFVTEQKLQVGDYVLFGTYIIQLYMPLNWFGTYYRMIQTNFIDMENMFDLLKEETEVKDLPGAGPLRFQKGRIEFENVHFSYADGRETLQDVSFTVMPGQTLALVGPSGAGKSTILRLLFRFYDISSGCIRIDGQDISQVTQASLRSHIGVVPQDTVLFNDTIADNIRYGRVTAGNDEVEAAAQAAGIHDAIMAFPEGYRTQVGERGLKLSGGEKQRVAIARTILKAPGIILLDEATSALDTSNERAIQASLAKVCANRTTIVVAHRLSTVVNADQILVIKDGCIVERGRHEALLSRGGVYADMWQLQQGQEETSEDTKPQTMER
HTR2A ag – activates the mouse 5-HT2A serotonin receptor. P35363. 360,000 compounds, 0.66% hits. activation, % at 7.6 µM. AID 624169. CHO-K1 mHTR2A beta-arrestin complementation, luminescence; percent of 30 µM serotonin response;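 active = activation above a run cutoff, the mean activation of all tested compounds plus 3 SD, cut at about 14% in these data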;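 note: 0% = plate median of compound wells and 100% = 30 µM serotonin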
Exocytosis inh – blocks lytic granule exocytosis; TALL-104 LAMP-1 surface exposure, flow cytometry; cells stimulated with thapsigargin and PMA; inhibition, % at 10 µM; 360,000 compounds, 0.66% hits; AID 651702;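 active = inhibition above about 55%, limit read from the data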
H9c2 protect – modulators protecting cardiomyocytes from myocardial damage; protection from H2O2 cell death, % at 20 µM; 360,000 compounds, 0.63% hits; H9c2 cardiomyocytes, H2O2 injury protection, ATPLite, 2 h;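 active = compounds giving at least 50% protection of heart cells from peroxide-induced death in the single-dose screen, raw or plate-pattern-corrected value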;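 note: 0% = DMSO wells with peroxide and 100% = DMSO wells without peroxide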
Vif imaging – blocks HIV Vif function | HEK293T cells, Vif self-association by quenched fluorescence, imaging, 24 h | inhibition, % at 7.49 µM | 340,000 compounds, 0.35% hits | AID 602346; in the data active = inhibition above about 50%, passing the limit was not always enough; note: some results filed as inactive read as strong as hits
Numbers without * were called inactive; · = no result given. Rows were taken by chance. Share with any hit: about 3.1%.

SMILES	iPSC survival up	Glyco luc inh	PDI inh	CaV13 ICDI inh	aDG glyco up	ABCB6 inh 2	HTR2A ag	Exocytosis inh	H9c2 protect	Vif imaging
O=C(OCc1cccc(C(F)(F)F)c1)c1cc(S(=O)(=O)N2CCOCC2)ccc1F	1.2	0.6	14.2	-6.3	0.5	99.0	-9.4	1.5	-9.5	18.1
Cc1nn(C2CCS(=O)(=O)C2)c2nc(C3CC3)cc(C(=O)Nc3ccc(C(N)=O)cc3)c12 (stereo unspecified)	-0.2	-0.7	1.3	-13.6	0.3	100.0	11.1	1.9	9.3	-4.5
O=C(O)CC(NC(=O)C12CC3CC(CC(C3)C1)C2)c1cccc(Cl)c1 (stereo unspecified)	1.3	-0.9	-11.3	-20.0	0.4	94.0	-3.8	5.4	-0.6	-22.2
CSc1nc(N)c2c(n1)N(C)C=NS2(=O)=O	0.8	0.3	1.4	-2.8	0.0	98.0	-1.2	-9.3	5.1	4.1
COc1ccc(-n2nc(C(=O)NCC(=O)NCC3COc4ccccc4O3)c3ccccc3c2=O)cc1 (stereo unspecified)	0.8	-1.3	-2.8	1.0	-0.3	93.0	1.2	1.7	42.1	-6.3
CN(Cc1ccccc1)C(=O)c1cccc(N2C(=O)NC3CC2(C)Oc2ccccc23)c1 (stereo unspecified)	0.5	-3.5	-1.3	-3.9	-0.1	94.0	-1.0	1.1	1.3	-2.4
COc1ccc(/C=N/N=C2\SC(CC(=O)O)C(=O)N2c2ccccc2)cc1 (stereo unspecified)	2.0	4.4	-1.5	-2.5	-0.3	97.0	1.9	-1.5	5.7	-5.3
O=C(CCc1nc2ccccc2c(=O)[nH]1)NCC(=O)Nc1ccc(F)c(F)c1	-0.4	-0.9	-5.9	-5.7	-0.1	100.0	6.0	-0.2	59.3*	17.6
CC1CCN(c2cc(N3CCOCC3)c(F)cc2[N+](=O)[O-])CC1	1.3	-0.3	-1.1	-0.8	-0.2	95.0	2.0	-2.9	9.2	0.0
Cc1cccc(C(=O)O/N=C(\N)Cc2cccc3ccccc23)c1	-0.4	0.9	-4.1	·	0.7	117.0	-6.8	0.7	-20.6	1.4
CCOC(=O)C1CCCN(C(=O)CCCn2c(=O)c3cccn3c3cccnc32)C1 (stereo unspecified)	0.5	-0.1	2.9	-6.6	-0.5	105.0	7.4	-2.9	12.6	2.7
COCC(=O)N1CCN(c2cccc(C(F)(F)F)c2)CC1	1.4	2.6	-3.7	3.2	0.0	99.0	9.8	2.4	1.2	11.3
CC(=O)Nc1ccccc1NS(=O)(=O)c1ccccc1[N+](=O)[O-]	-0.3	3.0	0.3	9.5	-0.1	99.0	-2.6	-0.9	-9.2	1.1
CC(c1nc2ccccc2[nH]1)N(C(=O)C1=NNC(=O)CC1)c1ccccc1 (stereo unspecified)	1.2	1.0	·	-2.9	-0.3	102.0	11.4	6.1	8.2	·
CN(Cc1nc2ccccc2c(=O)[nH]1)C(=O)c1cccc(S(=O)(=O)N2CCCCCC2)c1	-0.3	2.5	-3.3	-6.3	0.0	100.0	4.6	3.9	9.9	1.9
Cc1nn(-c2ccccc2)c2nc(C(F)F)cc(C(F)F)c12	2.7	-0.7	3.7	-2.3	0.0	96.0	2.5	1.0	-9.3	4.5
CCCC(=O)Nc1cc(OC)c(NC(=O)NC2CCCCC2)cc1OC	-0.4	0.9	5.5	-7.4	0.1	100.0	1.6	-5.8	1.5	2.1
NS(=O)(=O)c1ccc(S(=O)(=O)N2CCCC2)cc1	3.1	0.5	10.2	-5.2	0.1	102.0	0.0	-0.8	4.2	-8.2
CC(C)CNS(=O)(=O)c1ccc(CCC(=O)Nc2ccc3c(c2)OCCO3)cc1	-3.9	-2.1	-1.3	-5.8	-0.1	101.0	2.2	12.8	-4.1	7.6
CCOC(=O)C(C)Sc1ncnc2nc[nH]c12 (stereo unspecified)	4.7	0.6	0.2	-9.7	0.0	90.0	-2.1	-4.0	-0.9	-7.0
COc1cc(CN2CCC(CO)(CCOc3ccccc3)CC2)cc(OC)c1OC	3.0	-0.8	12.4	-16.0	0.0	96.0	-0.1	-2.6	5.2	0.4
CCn1nc(CCC(=O)O)c2ccccc2c1=O	1.1	2.3	1.6	·	-0.2	99.0	7.6	0.1	0.5	7.7
O=[N+]([O-])c1ccc(S(=O)(=O)NCC2COc3ccccc3O2)cc1 (stereo unspecified)	-0.4	0.5	-6.1	-6.9	-0.1	92.0	-9.8	0.7	-5.4	-6.8
COCC(C)NC(=O)c1cc2cccc([N+](=O)[O-])c2[nH]1 (stereo unspecified)	-0.2	1.1	3.7	3.3	-0.1	99.0	1.8	-1.9	0.7	8.0
COc1ccc(CCNC(=O)CS(=O)Cc2nc(-c3ccc(C)cc3)oc2C)cc1OC (stereo unspecified)	-0.5	13.8	20.5	-7.1	0.5	99.0	-0.8	12.6	-3.1	0.7
COc1ccc(NC(=O)CSc2nc3ccccc3c(=O)[nH]2)cc1S(N)(=O)=O	-0.4	3.1	-4.6	-4.6	-0.1	89.0	6.7	-2.9	12.4	-1.8
O=C(Cn1nc(C(=O)O)c2ccccc2c1=O)c1cc(F)ccc1F	-0.4	2.8	-0.6	-1.6	0.0	96.0	-0.7	-0.7	-2.6	·
Cc1occc1-c1n[nH]c(=S)n1CC(C)C	-3.5	0.7	15.0	-4.3	-0.1	90.0	2.0	-0.7	-3.8	3.4
CCOC(=O)C1CCN(C(=O)c2ccc(Cl)c(S(=O)(=O)N3CCCC3)c2)CC1	-0.3	1.4	-4.1	·	0.2	94.0	-8.5	-2.3	-0.2	-2.3
CN(Cc1ccccc1)Cc1nc2scc(-c3ccccc3)c2c(=O)[nH]1	-0.4	0.0	1.4	-6.2	-0.1	97.0	-3.8	16.3	-6.7	7.6
O=C1CC(N2CCCN(C3CC(=O)N(c4ccc(F)cc4)C3=O)CC2)C(=O)N1c1ccc(F)cc1 (stereo unspecified)	-0.1	0.2	-7.2	·	-0.2	198.0	-7.4	-8.2	4.7	·
Cc1ccccc1-n1nc(C)c2cc(C(=O)N3CCN(S(=O)(=O)c4ccc(Cl)cc4)CC3)sc21	0.0	2.2	8.1	-5.8	1.4	105.0	1.0	-2.7	-9.9	-10.3
O=C(NCCOc1ccccc1)c1ccc2c(c1)OCO2	-0.8	-20.8	-0.1	·	0.0	99.0	4.4	2.6	-5.7	·
c1ccc(-c2nnc(-c3ccccn3)s2)nc1	-0.6	-18.7	0.5	-4.4	0.0	91.0	3.7	-11.0	-9.3	5.0
Cc1ccc(N(C(=O)CNC(=O)c2ccco2)C(C(=O)NCC2CCCO2)c2ccccc2)cc1C (stereo unspecified)	0.0	2.1	7.1	-3.4	-0.1	94.0	0.7	-2.9	23.3	52.8*
CCc1ccc(CNC(=O)CCCC(=O)n2nc(C)c3ccccc32)cc1	0.3	-2.1	4.7	-6.9	0.0	103.0	7.7	14.2	-2.3	-6.8
O=C(O)C1=C[C@H](c2coc3ccccc3c2=O)C[C@H](OCCCCO)O1	5.7	0.5	-1.4	-4.6	-0.2	102.0	-8.1	69.4*	16.2	1.4
Cc1ccc(N(C(=O)CCC(=O)Nc2cc(C)on2)C(C(=O)NC2CCCC2)c2ccccc2)cc1 (stereo unspecified)	-0.3	-3.3	-14.5	2.2	-0.4	96.0	-1.2	16.9	-2.0	-6.6
O=C(O)c1cccc2cc(-c3ccccc3)oc(=O)c12	-0.4	5.4	8.3	-19.8	-0.1	107.0	5.4	-4.6	0.0	-9.3
Cc1cccc(OCC(=O)Nc2nc(-c3ccncc3)cs2)c1	2.2	1.4	-1.9	-16.6	0.0	96.0	1.5	0.3	-1.3	-1.5
COC(=O)CNC(=O)Cn1cnc2sc(C)c(S(=O)(=O)N3CCC(C)CC3)c2c1=O	0.6	0.1	-11.7	-4.4	0.0	93.0	-1.0	0.5	1.2	-3.6
O=C(O)/C=C/C(=O)Nc1ccc(OC(F)(F)Cl)cc1	-0.4	-1.2	5.8	-3.1	1.4	101.0	2.2	1.8	0.5	-6.8
CC1=CN2C(=N)/C(=C/c3ccc(Sc4ccc(C)cc4)o3)C(=O)N=C2S1	-2.4	-1.1	8.5	-4.4	-0.2	105.0	-0.4	-0.8	-7.7	-1.4
CCN(CCNC(=O)C1CCC(=O)N1Cc1ccc(C)cc1)c1ccccc1 (stereo unspecified)	-0.5	1.7	-5.6	-15.6	0.5	96.0	-6.7	-3.2	5.2	2.9
CC(=O)c1c(C)[nH]c(C(=O)COC(=O)c2cc(S(=O)(=O)N(C)c3ccccc3)ccc2Cl)c1C	2.3	1.5	-4.1	-3.0	-0.4	98.0	4.8	1.0	6.1	-5.8

3 entries from above, sorted by their value in Exocytosis inh, rising:
canonical_smiles	Exocytosis inh
Cc1ccccc1-n1nc(C)c2cc(C(=O)N3CCN(S(=O)(=O)c4ccc(Cl)cc4)CC3)sc21	-2.7
Cc1cccc(OCC(=O)Nc2nc(-c3ccncc3)cs2)c1	0.3
Cc1ccc(N(C(=O)CCC(=O)Nc2cc(C)on2)C(C(=O)NC2CCCC2)c2ccccc2)cc1 (stereo unspecified)	16.9

Additional structures follow.
SMILES	iPSC survival up	Glyco luc inh	PDI inh	CaV13 ICDI inh	aDG glyco up	ABCB6 inh 2	HTR2A ag	Exocytosis inh	H9c2 protect	Vif imaging
N#CC1=C(N)Oc2ccc3ccc(O)cc3c2C1c1ccsc1 (stereo unspecified)	0.7	-0.7	-1.5	-4.5	-0.2	147.0	0.9	-2.9	-0.6	-0.8
CCN(CC(=O)Nc1ccc2c(c1)OCCO2)C(=O)C(C)Oc1ccc(Cl)cc1 (stereo unspecified)	-0.1	-1.2	0.2	-6.3	0.0	97.0	5.1	0.5	-4.7	·
C#CCNC(=O)C1=C[C@H](c2ccc3c(c2)OCO3)[C@@H](CCCO)[C@H](OCC)O1	-2.3	0.1	-3.5	-5.0	-0.1	97.0	1.6	-1.3	4.0	0.1
CCCOc1cccc(OCCSc2nc(C)cc(=O)[nH]2)c1	1.8	-0.1	-1.1	-8.8	-0.2	105.0	-0.9	-1.6	-11.3	-4.9
COCCNc1nc(NCc2ccc(C)cc2C)c2sccc2n1	-0.7	-2.5	-16.5	-4.8	1.8	94.0	-10.9	-3.8	-22.2	-2.2
CC(C)N1CCN(Cc2cccn2-c2nccs2)CC1CCO (stereo unspecified)	1.0	0.1	10.6	-5.2	-0.4	100.0	-0.4	-5.1	-3.7	22.8

3 of these compounds, reformatted:
SMILES,iPSC survival up,Glyco luc inh,PDI inh,CaV13 ICDI inh,aDG glyco up,ABCB6 inh 2,HTR2A ag,Exocytosis inh,H9c2 protect,Vif imaging
CCCOc1cccc(OCCSc2nc(C)cc(=O)[nH]2)c1,1.8,-0.1,-1.1,-8.8,-0.2,105.0,-0.9,-1.6,-11.3,-4.9
COCCNc1nc(NCc2ccc(C)cc2C)c2sccc2n1,-0.7,-2.5,-16.5,-4.8,1.8,94.0,-10.9,-3.8,-22.2,-2.2
CC(C)N1CCN(Cc2cccn2-c2nccs2)CC1CCO (stereo unspecified),1.0,0.1,10.6,-5.2,-0.4,100.0,-0.4,-5.1,-3.7,22.8
